# Bioassay records (PubChem)
# hgDAF12 agonist: activates the H. glycines DAF-12 receptor ligand-binding domain | HEK293 GAL4-hgDAF12 UAS-luciferase reporter, agonist luminescence; normalized to butyrate control | activation, % at 6.8 µM | 1.8% of 370,000 active;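 active = activation above a cutoff set at the mean of all screened compounds plus 3 SD, cut at about 10% in these data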;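 note: 0% = DMSO wells and 100% = sodium butyrate wells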
# PLC-gamma1 inh: PLC-gamma1 (human) inhibition, primary screen. purified PLC-gamma1, fluorogenic substrate, fluorescence. inhibition, % at 12.2 µM. 0.84% of 370,000 active. AID 720700. P19174; in the data active = inhibition above about 9.5%
# PLCb3 inh: inhibitors of human phospholipase C beta3. Q01970. Purified PLC-beta3, fluorogenic substrate, fluorescence. inhibition, % at 12.2 µM. 0.18% of 370,000 active; in the data active = inhibition above about 11%;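 note: 0% = median of compound wells on plate and 100% = full blocker control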
# hcDAF12 agonist: H. contortus DAF-12 activation, primary screen. HEK293 hcDAF-12 lit1-tk-luc reporter, luminescence; 0% DMSO, 100% Δ7-dafachronic acid. activation, % at 6.8 µM. 1.4% of 370,000 active;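 active = activation above the mean of all tested compounds plus 3 SD, cut at about 5.5% in these data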;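 note: 100% = response to 3 µM Δ7-dafachronic acid high control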
# DAX1 inh-1: inhibitors of human orphan nuclear receptor DAX1 (NR0B1); HEK293 Gal4-DAX1 luciferase reporter, luminescence; inhibition, % at 6.75 µM; 0.99% of 340,000 active; AID 504766;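 active = inhibition above the mean over all tested compounds plus 3 SD, cut at about 4.2% in these data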;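 note: 0% = DAX1-transfected cells with DMSO and 100% = empty-vector control cells with DMSO; inhibition shows as a rise in luminescence from relieved DAX1 repression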
# ADAM17 inh: inhibits human ADAM17 | inhibition, % at 6.95 µM | 0.83% of 370,000 active | P78536 | recombinant ADAM17, EDANS/DABCYL FRET peptide cleavage;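 active = inhibition above the mean of compounds lying between control limits plus 3 SD, set per campaign, cut at about 8.5% in these data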;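 note: 0% = DMSO-only wells as the low control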
# ADAM10 inh: inhibits human ADAM10; O14672; recombinant ADAM10, EDANS/DABCYL FRET peptide cleavage, 3 h; inhibition, % at 7 µM; 0.62% of 370,000 active;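 active = inhibition above a per-campaign cutoff equal to the mean of compounds falling between control-based bounds plus 3 SD, cut at about 20% in these data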;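 note: 0% = DMSO wells while the 100% control is not disclosed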
# Target sequence (O14672 214-748 limits assumed): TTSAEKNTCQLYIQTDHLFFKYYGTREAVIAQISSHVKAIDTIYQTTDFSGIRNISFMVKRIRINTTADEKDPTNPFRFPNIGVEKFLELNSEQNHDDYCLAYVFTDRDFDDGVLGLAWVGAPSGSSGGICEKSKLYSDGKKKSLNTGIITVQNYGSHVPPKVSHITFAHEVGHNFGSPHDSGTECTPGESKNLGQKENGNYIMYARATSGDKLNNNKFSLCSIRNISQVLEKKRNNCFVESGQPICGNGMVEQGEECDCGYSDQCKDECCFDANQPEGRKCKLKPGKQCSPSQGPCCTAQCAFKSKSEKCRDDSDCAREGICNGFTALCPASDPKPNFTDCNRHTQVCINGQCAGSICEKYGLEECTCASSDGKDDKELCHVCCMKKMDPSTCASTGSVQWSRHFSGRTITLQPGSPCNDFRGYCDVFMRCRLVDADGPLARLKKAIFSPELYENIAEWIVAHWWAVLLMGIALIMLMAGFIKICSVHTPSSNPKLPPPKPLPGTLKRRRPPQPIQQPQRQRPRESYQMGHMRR
# DAX1 inh-2: inhibitors of DAX1 repression of SF-1 activated StAR promoter; 1.1% of 370,000 active; AID 652010; inhibition, % at 6.8 µM; HEK293T StAR-luciferase reporter, SF-1/DAX-1 repression relief;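 active = inhibition above the mean over all tested compounds plus 3 SD, cut at about 3.6% in these data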;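 note: 0% = DAX-1 cells with DMSO and 100% = cells lacking DAX-1 with DMSO; higher inhibition means more luminescence from relief of DAX-1 repression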
# ssDAF-12 act: activates DAF-12 receptor from parasite S. stercoralis. activation, % at 6.8 µM. 1% of 370,000 active. HEK293 ssDAF-12/GRIP1 lit1-tk-luc reporter, luminescence; % of 3 µM dafachronic acid response;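 active = activation above the mean over all tested compounds plus 3 SD, cut at about 0.9% in these data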;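 note: 0% = DMSO-only wells and 100% = 3 µM delta7-dafachronic acid wells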
# HGIII-sPLA2 inh: Inhibits HGIII-sPLA2 liposome hydrolysis, primary screen | Q9NZ20 | QFRET BODIPY PC-A2 liposome hydrolysis, fluorescence | inhibition, % at 12.2 µM | 0.56% of 370,000 active | AID 743126;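 active = inhibition above mean plus 3 SD of compounds lying within the high and low control bounds, cut at about 19% in these data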;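 note: 0% = median of test compound wells and 100% = no enzyme DMSO wells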
# Target sequence (Q9NZ20 whole entry, looked up): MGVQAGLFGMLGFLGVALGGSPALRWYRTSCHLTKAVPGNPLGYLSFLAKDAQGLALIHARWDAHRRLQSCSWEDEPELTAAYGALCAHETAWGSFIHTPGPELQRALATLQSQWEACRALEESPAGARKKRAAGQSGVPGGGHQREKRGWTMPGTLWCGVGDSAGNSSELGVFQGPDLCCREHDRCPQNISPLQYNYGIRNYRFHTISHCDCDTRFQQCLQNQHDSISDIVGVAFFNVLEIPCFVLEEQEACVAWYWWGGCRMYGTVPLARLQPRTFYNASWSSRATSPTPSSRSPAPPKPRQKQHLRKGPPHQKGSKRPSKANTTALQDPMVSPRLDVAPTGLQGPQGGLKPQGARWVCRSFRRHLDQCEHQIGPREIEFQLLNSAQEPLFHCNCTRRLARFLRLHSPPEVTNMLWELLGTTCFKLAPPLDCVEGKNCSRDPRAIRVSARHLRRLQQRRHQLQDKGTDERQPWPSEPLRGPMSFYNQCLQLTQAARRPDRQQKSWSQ
# GAA850 FXN act: increases GAA850 frataxin promoter reporter activity | HEK293 lucGAA850 FXN promoter luciferase reporter, 24 h; percent of 10 µM SAHA response | AID 540364 | activation, % at 6 µM | 0.56% of 360,000 active;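 active = activation above the average of all compounds screened plus 3 SD, cutoff fixed separately per campaign, cut at about 7.5% in these data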;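 note: 0% = DMSO wells and 100% = 10 µM SAHA wells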
# * hit, by the source's call; i = inactive; x = not tested or not shown.
SMILES,hgDAF12 agonist,PLC-gamma1 inh,PLCb3 inh,hcDAF12 agonist,DAX1 inh-1,ADAM17 inh,ADAM10 inh,DAX1 inh-2,ssDAF-12 act,HGIII-sPLA2 inh,GAA850 FXN act
CC1C(=O)N(Cc2cn(CCC3OCCO3)nn2)CCS(=O)(=O)N1Cc1ccc(-c2ccc(Cl)cc2)cc1 (centres undefined),-4.8,0.0,3.6,-3.0,-1.0,8.6*,15.2,-0.5,-2.0,-22.2,-1.8
Cc1ccc(CNC(=O)Nc2cccc(C)c2)cc1,12.8*,0.9,3.2,3.6,-0.6,1.3,4.6,0.2,-1.0,-6.6,4.3
C/C(=N\OC(=O)c1ccccc1)c1cc(-c2ccc(Cl)cc2)no1,2.3,2.5,3.4,-0.2,0.8,-1.3,-0.3,0.1,-0.1,11.5,0.7
Nn1c(Cc2cccc3ccccc23)n[nH]c1=S,-2.7,-0.6,-3.6,-0.9,0.9,-0.5,0.9,0.7,-1.0,11.5,4.0
CCOC(=O)c1c(NC(=O)c2ccno2)c2cc([N+](=O)[O-])ccc2n1C,-1.6,-0.9,-6.2,-0.4,0.2,-4.7,1.2,-0.1,-1.6,4.2,-1.3
S=C(Nc1ccc(Cl)cc1Cl)NC1CCN(Cc2ccccc2)CC1,-0.8,0.7,2.7,-1.9,0.5,0.1,2.6,-0.1,-1.2,3.2,0.4
O=C(Nc1ccc2c(c1)CCC2)C1CCN(c2ncccn2)CC1,1.0,-4.8,-7.8,-0.2,0.7,-4.1,-18.5,0.0,-1.8,-7.3,1.0
O=C(O)c1ccccc1C(=O)c1ccc(F)c(F)c1,-1.0,3.6,-3.0,-0.1,2.0,-5.5,-7.8,0.1,-0.3,16.6,0.2
COc1ccc(-c2coc3c(C(=O)Nc4ccc(OC)nc4)cccc23)c(C)c1,-0.3,-4.6,-3.2,-3.9,x,2.3,-1.1,-2.4,-1.9,-7.3,0.3
CC[n+]1ccccc1/C=C/c1ccc(N(C)C)cc1,-10.6,-23.7,-28.2,-4.9,-3.8,2.8,9.5,-3.1,-2.4,-0.8,-1.9
C/C(Cc1ccccc1)=N\NC(=O)CNC(=O)c1cccc(Br)c1,0.2,0.2,0.9,-0.4,-0.5,-1.5,1.7,-0.1,-1.6,-1.8,0.5
COC(=O)/C=C/c1ccc(OC(=O)OC)c(OC(=O)OC)c1,2.6,-6.8,-9.9,0.7,0.5,-4.2,-5.4,0.3,-0.5,-4.2,5.7
C=CCN(CC=C)C(=O)C(=O)c1ccn(-c2c(C)csc2C(=O)OC)c1,-0.6,-1.8,4.0,-0.7,-0.6,-3.9,-4.8,0.0,-0.1,7.9,2.2
CSc1ccc(NS(=O)(=O)c2ccc(-n3cnnn3)cc2)cc1,-2.5,0.0,-9.3,-0.1,-0.5,-6.7,-2.9,-4.7,-1.7,-0.9,0.6
CC(=O)Oc1ccccc1C1C[C@]2(C)CC(=O)NC2N1C(C)=O (some centres undefined),-3.4,1.8,2.4,0.1,0.2,-0.4,3.1,-0.3,-1.2,-2.0,-0.1
O=C(NCc1ccccc1)c1csc(-c2cccnc2)n1,0.4,0.3,-5.3,-0.5,0.4,-6.2,-6.7,-0.2,-1.3,-1.5,-3.4
COc1ccc(C(=O)C(C)OC(=O)C2CC3CCCC(C2)C3=O)cc1 (centres undefined),-2.0,1.9,2.8,-1.9,-0.6,-3.2,-1.8,-1.4,-1.1,1.4,0.8
CCN1CCCC1CNC(=O)c1cc2ccc(OC)cc2[nH]1 (centres undefined),2.7,-6.2,-13.8,6.6*,-0.2,-4.8,-8.0,0.8,-0.3,-4.8,0.1
Cc1cc(-n2c(C)cc(C(=O)CSc3nncn3C(C)C)c2C)no1,2.6,-0.9,-10.0,1.6,-1.2,-6.5,-8.0,-0.2,-0.7,0.1,2.9
OCC[C@H]1C[C@@H](O)[C@H](O)[C@]2(Cc3ccccc3O2)O1,0.7,7.6,0.1,-1.4,0.4,-1.5,-2.3,-0.3,-1.1,7.4,0.2

# Results in ssDAF-12 act, PLCb3 inh and hgDAF12 agonist (two entries from above):
structure	ssDAF-12 act	PLCb3 inh	hgDAF12 agonist
S=C(Nc1ccc(Cl)cc1Cl)NC1CCN(Cc2ccccc2)CC1	-1.2	2.7	-0.8
O=C(Nc1ccc2c(c1)CCC2)C1CCN(c2ncccn2)CC1	-1.8	-7.8	1.0

# (next part)
SMILES,hgDAF12 agonist,PLC-gamma1 inh,PLCb3 inh,hcDAF12 agonist,DAX1 inh-1,ADAM17 inh,ADAM10 inh,DAX1 inh-2,ssDAF-12 act,HGIII-sPLA2 inh,GAA850 FXN act
Cc1cccc(C(=O)NNS(=O)(=O)c2ccc(F)cc2)c1,-1.0,6.6,-2.9,-0.2,0.0,-1.8,0.9,0.4,-0.7,-0.3,0.1
O=S(=O)(c1cnccc1N1CCN(/N=C/c2ccc(Br)cc2)CC1)N1CCCCC1,-0.4,-2.2,3.5,-0.8,-1.0,-3.6,0.0,-0.2,-1.1,1.1,1.4
NNC(=O)c1[nH]c2ccccc2c1-c1ccccc1,-1.3,-47.6,-73.7,1.1,0.3,-7.7,-10.5,1.1,-0.1,4.7,-2.2
N#CCc1nc(C(c2ccccc2)c2ccccc2)no1,1.7,-4.1,-12.2,-0.4,0.0,-3.3,3.3,0.0,-0.8,-0.3,1.3
Cc1c(N2C(=O)CS/C2=N\N=C\c2ccccc2O)c(=O)n(-c2ccccc2)n1C,1.8,-54.3,-74.9,1.4,-0.8,-4.2,-14.1,-0.2,-1.9,-7.8,-0.8
C=CCN1C(=O)/C(=C2/Sc3ccc(OC)cc3N2CC)SC1=S,-2.9,-2.1,-5.4,0.4,2.5,-2.7,-7.5,0.1,-0.6,-2.3,1.6
Cc1ccc(NC(=O)C(=O)C2C(=O)Nc3ccccc32)cc1 (centres undefined),5.6,-1.7,-7.9,3.6,0.8,-5.0,4.3,1.6,0.5,-9.9,3.9
COc1cc(OC)cc(N2C(=O)CSCC2=O)c1,-0.9,2.0,-6.6,0.6,3.6,-4.0,0.3,0.3,-1.2,-8.5,2.0
CSCC(C)N1CCC(CCC(=O)NC2CC2)CC1 (centres undefined),1.8,1.9,-6.4,-1.5,0.0,-3.8,7.2,0.0,-0.8,2.9,0.2
COc1cc(CN2CCN(C(=O)c3cccc4ccccc34)CC2)cc(OC)c1O,1.0,1.1,-7.0,-0.5,0.0,-3.5,0.8,0.4,-1.3,-8.7,-0.9
CN(C)CCNc1nc(Oc2ccccc2)c2sccc2n1,0.0,-1.9,4.8,1.4,x,-3.6,-10.5,-0.8,-1.2,-2.1,-0.4
COc1ccccc1C1/C(=C(/O)c2ccccc2)C(=O)C(=O)N1CC(C)O (centres undefined),1.7,0.9,1.9,0.6,-1.9,-1.7,11.0,0.2,-1.2,1.6,0.8
Cc1ccc2sc3ccc(NC(=O)c4ccccc4Cl)cc3c(=O)c2c1,1.1,-21.2,-34.1,-1.2,0.2,-4.5,-16.5,0.1,-1.4,-4.2,0.0
O=S(=O)(c1ccccc1)N1CCN(CCc2ccccc2)CC1,3.2,-1.0,-1.4,-0.1,0.2,1.3,-0.7,-0.1,-1.2,-6.1,-1.6
CN1C2CCC1CC(NS(=O)(=O)c1cccc(C(F)(F)F)c1)C2 (centres undefined),0.3,-2.0,-2.7,-0.3,0.8,-1.7,-1.1,1.3,-0.8,3.9,0.3
CC1CN(C2CCCCC2)C(=O)NC1=O (centres undefined),-0.7,0.1,-2.1,0.1,0.4,-5.3,-2.6,-0.5,-0.2,7.6,-0.2
CC(C)CNC(=S)N1CCC(NC(=O)c2ccco2)CC1,3.6,-1.7,0.0,-0.8,0.8,1.5,-4.9,0.5,-1.2,1.6,-0.5
CCOc1cc(C#N)c(NC(=O)c2ccco2)cc1OCC,1.2,1.9,0.1,-2.2,-4.1,-1.7,5.8,-1.6,-1.6,-1.0,-4.1
O=C(NCc1ccc(Cl)cc1)c1ccc(Cn2cc(C(F)(F)F)ccc2=O)cc1,-1.9,-9.5,-15.6,-2.2,1.3,2.7,1.5,-0.7,-1.7,-156.5,-2.8
Fc1ccc(-n2ncc3c(SCc4cccnc4)ncnc32)cc1,8.9,0.3,-9.1,2.5,-0.2,-6.5,-1.7,1.1,-1.4,2.9,5.8
Cc1cccc(-c2noc(CNC(=O)c3ccco3)n2)c1,-0.6,-1.3,-8.9,-2.9,-0.9,-1.1,-1.5,-0.2,-0.9,0.7,3.1
COc1ccc(NC(=S)Nc2cccc(C(C)=O)c2)cc1OC,1.8,-3.4,-7.8,0.0,-0.3,0.1,0.9,0.0,-1.5,3.5,-0.1
CC(C)(C)C(=O)NC(=S)Nc1ccccc1C(=O)NC1CCCCC1,0.6,-4.2,-12.8,2.3,1.4,-7.3,-14.2,0.5,-1.4,12.2,0.3
COC(=O)C1=C(CS(=O)(=O)c2cc(OC)ccc2OC)NC(=O)NC1c1ccc(O)c(OC)c1 (centres undefined),0.1,1.8,-5.2,-0.2,0.7,0.6,-8.2,-0.2,-1.4,0.6,0.1
O=C(CSc1n[nH]c(-c2ccccc2Br)n1)NCCN1C(=O)CSC1=O,0.8,1.3,2.5,-0.5,1.9,-0.9,-0.1,0.0,-0.9,-14.4,1.7
Cc1ccc(CN2CCSc3ccc(C(=O)NCc4ccco4)cc32)cc1,3.0,i,i,-2.2,-0.2,-294.2,i,0.1,-1.4,-4.8,5.4
COc1cc(SC)ccc1C(=O)N1CCN(c2ccccc2OC)CC1,5.8,2.1,2.6,-1.8,-1.2,1.7,-3.2,-2.3,-1.1,-2.3,-3.7
Cn1cccc1C1CCCN1CC(=O)Nc1c(Cl)cc(Cl)cc1Cl (centres undefined),-0.2,-1.8,1.3,2.8,0.9,0.1,-7.7,0.9,-1.4,-12.1,1.9
CCOC(=O)C1(Cc2ccccc2C)CCCN(C(=O)CSC)C1 (centres undefined),-1.0,-0.2,-1.3,-1.9,-1.0,-0.9,2.7,-0.3,-1.1,-5.8,0.2
O=C(CCN1CCN(c2ccccc2)CC1)c1ccc(Cl)cc1,-2.7,7.2,1.7,0.0,2.1,-0.3,6.9,-0.3,-1.5,2.8,-0.7
CC(C)(C)c1ccc(OCCn2nc(C(=O)O)c3ccccc3c2=O)cc1,2.4,-5.5,-14.1,1.6,-1.0,6.6,2.4,0.2,-0.9,-8.4,2.2
Cc1ccc(C2C(C(=O)c3sc(-c4ccccc4)nc3C)=C(O)C(=O)N2CCN(C)C)o1 (centres undefined),-0.3,-16.9,-19.5,1.7,1.2,-10.0,-14.6,0.4,-0.2,5.5,-1.2
Cc1cccc(NC(=O)c2c(F)c(F)c(F)c(F)c2F)c1,2.2,5.8,-0.1,-1.7,-0.3,-1.4,0.9,-1.1,-1.0,-8.8,0.9
